NR1D1 modulator: modulates human Rev-erb alpha binding to DNA; P20393; Rev-erbα–FITC-DNA binding, fluorescence polarization, 90 min; activity, % at 10 µM; 370,000 compounds, 0.79% hits; AID 1259318;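 active = activity above about 14%, limit read from the data; passing the limit was not always enough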;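 also: 0% = DMSO wells with 35 nM protein and 100% = DMSO wells with 750 nM protein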
SIAE inh: blocks human sialic acid acetylesterase; Q9HAT2; SIAE FP-Rh probe binding, fluorescence polarization; inhibition, % at 9.66 µM; 370,000 compounds, 0.69% hits; AID 1053197;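 active = inhibition above a cutoff: mean of compounds within the control limits plus 3 SD of those, cut at about 17% in these data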;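 also: 0% = plate median of compound wells and 100% = probe without SIAE protein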
TCR CD3 inh: human TCR-CD3 binding inhibition. TAMRA-labeled TCR probe fluorescence, biochemical. 360,000 compounds, 0.37% hits. inhibition, % at 9.4 µM. AID 651800; in the data active = inhibition above about 19%;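 also: recombinant mutant TCR 2C K166C tagged with TAMRA read by polarization; 0% = receptor in buffer alone and 100% = receptor with positive control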
rCAG binder: molecules binding r(CAG) RNA repeats | r(CAG) RNA repeat, TO-PRO-1 dye displacement fluorescence | inhibition, % at 3 µM | 370,000 compounds, 1.3% hits;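 active = inhibition above the plate cutoff, the mean of all test compounds on that plate plus 3 SD, cut at about 35% in these data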;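 also: 0% = DMSO alone and 100% = 100 µM mitoxantrone as full dye displacement; higher means more dye released from RNA so lower well fluorescence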
TDP2 absorb: TDP2 (human) inhibition, absorbance primary screen; 370,000 compounds, 0.34% hits; O95551; AID 720702; inhibition, % at 12.8 µM; recombinant TDP2, T5PNP hydrolysis, p-nitrophenol absorbance 415 nm;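 active = inhibition above the mean of all tested compounds plus 3 SD, set per campaign, cut at about 25% in these data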;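 also: 0% = DMSO with enzyme and 100% = buffer with substrate but no TDP2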
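Evaluation: % inhibition relative to enzyme-containing and enzyme-free wells. Material: recombinant human TDP2. Benchmarks: enzyme-free and DMSO wells. Timing: enzyme reaction with compound for 2 h at 37 °C. Compound dosing: 12.8 µM only. Measured by: p-Nitrophenol epi absorbance. Reagent: T5PNP substrate at 5 mM, a TopII-DNA adduct mimic. Replication: single well per compound.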
mABHD4 FP: inhibitors of mouse ABHD4; 370,000 compounds, 0.54% hits; purified mABHD4, FP-Rh probe fluorescence polarization; inhibition, % at 8.92 µM; Q8VD66; AID 720543;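 active = inhibition exceeding the mean over every tested compound plus 3 SD, cut at about 30% in these data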;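 also: 0% = plate median of compound wells and 100% = S159A mutant with DMSO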
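Assay system: mouse ABHD4 enzyme, wild type / Also added: fluorescent activity-based probe FP-Rh / Doses: single nominal dose of 8.92 µM, 0.89% DMSO final / Timing: 45 min compound pre-incubation plus 60 min probe step, 25 °C / Signal: FP readout, ex 525 nm / em 598 nm / Control set: S159A mutant/DMSO as 100%, compound-well median as 0%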
LEDGF integ inh: blocks HIV-1 LEDGF/p75-dependent DNA integration | TR-FRET IN-LEDGF/p75 DNA integration, Eu/Cy5 | inhibition, % at 3.7 µM | 370,000 compounds, 0.64% hits;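 active = inhibition above the screen-wide mean plus 3 SD, cut at about 13% in these data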;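 also: signal is the Cy5 over europium emission ratio at 671 and 618 nm; 0% = plate median of compound wells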
PG9 binder: PG9 antibody binding by small molecule. TR-FRET gp120-PG9 antibody binding. inhibition, % at 6.7 µM. 360,000 compounds, 0.43% hits. AID 624416; in the data active = inhibition above about 8.5%
HTRA1 inhibitor: blocks human HTRA1 serine peptidase; AID 504803; inhibition, % at 5.96 µM; Q92743; 340,000 compounds, 0.5% hits; recombinant HTRA1, FP-rhodamine activity-based probe, fluorescence polarization; in the data active = inhibition above about 36%;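 also: 0% = enzyme with DMSO and 100% = wells lacking enzyme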
Target sequence (Q92743 whole entry, looked up): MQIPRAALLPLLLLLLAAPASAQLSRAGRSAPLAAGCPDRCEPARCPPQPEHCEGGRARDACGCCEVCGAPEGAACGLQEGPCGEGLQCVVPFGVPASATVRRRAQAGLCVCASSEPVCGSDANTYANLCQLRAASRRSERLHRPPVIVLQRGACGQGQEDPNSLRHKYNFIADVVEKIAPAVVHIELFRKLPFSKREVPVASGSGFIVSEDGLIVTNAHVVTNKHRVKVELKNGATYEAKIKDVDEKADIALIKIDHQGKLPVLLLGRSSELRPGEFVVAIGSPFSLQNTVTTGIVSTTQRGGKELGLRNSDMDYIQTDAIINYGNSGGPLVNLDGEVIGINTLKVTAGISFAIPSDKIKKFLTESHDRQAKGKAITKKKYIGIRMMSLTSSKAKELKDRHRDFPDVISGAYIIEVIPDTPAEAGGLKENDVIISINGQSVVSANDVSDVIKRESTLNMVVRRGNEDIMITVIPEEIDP
PRMT1 FP inh: inhibitors of human PRMT1; recombinant PRMT1, activity-based probe fluorescence polarization; inhibition, % at 2.79 µM; 370,000 compounds, 1.3% hits;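 active = inhibition above about 21% made by adding two undisclosed values, limit read from the data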
Target sequence (Q99873 whole entry, looked up): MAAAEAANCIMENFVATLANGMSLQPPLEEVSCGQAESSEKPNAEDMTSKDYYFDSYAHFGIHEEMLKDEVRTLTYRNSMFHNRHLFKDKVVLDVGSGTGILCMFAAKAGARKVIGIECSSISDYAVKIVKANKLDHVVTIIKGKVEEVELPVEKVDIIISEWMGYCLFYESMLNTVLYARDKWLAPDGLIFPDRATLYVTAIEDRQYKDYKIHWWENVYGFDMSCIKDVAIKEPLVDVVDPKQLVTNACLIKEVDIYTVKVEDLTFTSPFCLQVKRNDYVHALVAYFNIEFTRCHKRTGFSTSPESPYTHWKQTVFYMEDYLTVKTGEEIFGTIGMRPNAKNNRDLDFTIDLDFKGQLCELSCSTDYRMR
* = called active by the depositor; . = no result given. The list is partial; rates above refer to the full screens.

1: Cc1ccnc(NC(=O)C2CCCN(S(=O)(=O)c3cnc[nH]3)C2)c1 (stereo unspecified)
2: CCC1=C(C(=O)OC)C(c2cc(OC)ccc2OC)C(C#N)=C(N)O1 (stereo unspecified)
3: O=C(O)c1cc(Cl)ccc1NC(=O)C1CCCO1 (stereo unspecified)
4: Cn1c(=O)cc(OCC(=O)NCc2cccnc2)c2ccccc21
5: O=C(NCc1ccccc1)[C@H]1CCCN1C(=O)[C@H]1CCCN1C(=O)c1ccc(F)cc1F
6: Cn1c(NCc2cccnc2)nc2cc(-c3cccc(C(F)(F)F)c3)sc2c1=O
7: O=C(NCCN1CCN(c2ccccc2)CC1)Nc1cccc(Cl)c1
8: O=C(NC1CCCCC1)c1ccccc1NC(=O)C1CC1
assay / entry,1,2,3,4,5,6,7,8
NR1D1 modulator,-2,-3,1,2,2,-6,4,2
SIAE inh,4,4,2,1,-6,-5,-4,9
TCR CD3 inh,0,-5,-8,4,3,-3,8,6
rCAG binder,-1,-5,-1,-1,2,4,-3,-3
TDP2 absorb,4,5,7,-7,-2,-3,-5,-7
mABHD4 FP,10,-1,4,5,-3,-6,7,-1
LEDGF integ inh,-2,2,0,1,1,1,2,-2
PG9 binder,-0.6,0.1,-0.8,0.6,-1.1,1.8,-2.0,-0.6
HTRA1 inhibitor,-3,3,-1,3,.,.,-2,-2
PRMT1 FP inh,8,-1,-1,-4,1,2,1,-2

9: Cn1c2ccccc2c2cc(/C=C(\NC(=O)c3ccccc3)C(=O)NCC(=O)O)ccc21
10: Nc1ccc2c(c1)Oc1ccccc1C=C2
11: C[C@H](O)[C@@H]1C(=O)N2CCc3c([nH]c4cccc(-c5ccccc5)c34)[C@@H]2C[C@@H]1N(C)C(=O)OCc1ccccc1
12: COc1ccc(C(=O)Nc2nnc(-c3ccc(F)cc3)s2)c(OC)c1
13: C/C=C/c1ccc(OCC(=O)Nc2cc(Cl)ccc2-n2cncn2)c(OC)c1
14: COc1cc(C2C(C(=O)Nc3ccc(F)cc3)=C(C)Nc3nc(CCCO)nn32)cc(OC)c1OC (stereo unspecified)
15: CCCNC(=S)N1CCC(C(=O)c2ccc(Cl)cc2)CC1
16: Cc1cccnc1NC(=O)c1cccc(S(=O)(=O)N2CCCc3ccccc32)c1
assay / entry,9,10,11,12,13,14,15,16
NR1D1 modulator,11,2,5,25*,-3,0,1,2
SIAE inh,-10,2,-3,-7,3,-1,-5,-2
TCR CD3 inh,5,3,21*,-4,-4,-11,-3,-3
rCAG binder,36*,-3,7,5,-4,6,-3,1
TDP2 absorb,1,-1,0,-7,-6,6,7,-22
mABHD4 FP,7,2,-4,1,0,1,-2,0
LEDGF integ inh,-4,-6,2,3,0,-4,0,2
PG9 binder,-0.3,0.4,-1.9,-0.1,-0.2,2.1,-0.5,-0.1
HTRA1 inhibitor,-11,10,.,-1,-23,-1,1,-14
PRMT1 FP inh,-3,2,-3,-3,2,5,3,-3

17: O=C(CN1CCN(Cc2ccccc2)CC1)Nc1cccc(S(=O)(=O)N2CCCCCC2)c1
18: CCOc1ccccc1-n1c(COc2ccc(C)cc2)nnc1SCC(N)=O
19: CCCCNC(=S)NNC(=O)CCn1cc(C)cn1
20: Cc1ccsc1C(=O)NNC(=S)NCC(C)C
21: COc1ccc(NC(=O)CN2c3cccc4cccc(c34)S2(=O)=O)c(OC)c1
22: CCCN(CCC)CCCNC(=O)c1cc2c(=O)[nH]c3ccccc3c2s1
23: COC(=O)c1ccc(NC(=S)NC2CCCCC2C)cc1 (stereo unspecified)
24: O=C(COC(=O)Cc1ccccc1F)NCc1ccccc1Cl
assay / entry,17,18,19,20,21,22,23,24
NR1D1 modulator,3,6,-3,-7,-1,-4,5,0
SIAE inh,-5,-5,0,2,-1,3,1,3
TCR CD3 inh,-11,-2,-8,-1,-2,0,-1,-1
rCAG binder,-6,-2,0,-3,8,13,-1,1
TDP2 absorb,-19,7,3,-5,-13,2,0,-8
mABHD4 FP,-4,5,-13,-5,-2,-8,-9,-9
LEDGF integ inh,-3,-1,-3,0,2,1,2,-2
PG9 binder,-3.8,1.2,-0.4,-0.7,-1.9,0.9,-1.0,0.5
HTRA1 inhibitor,-5,-5,3,7,-13,-1,-10,1
PRMT1 FP inh,-2,3,-2,-1,0,4,-2,-4

25: COc1ccc(/C=C/C(=O)Nc2cc(C)nn2-c2nc3ccccc3n2Cc2cccc([N+](=O)[O-])c2)cc1
26: CCCOc1ccc(C(=O)Nc2nc(C)c(Cc3ccc4c(c3)OCO4)s2)cc1
27: Cc1cc(-c2ccco2)n(CC(=O)NCc2ccco2)n1
28: O=C(Nc1ccc(S(=O)(=O)NCC2CCCO2)cc1)c1ccc(Cl)cc1[N+](=O)[O-] (stereo unspecified)
29: CC1(OCON)CCCc2ccccc21 (stereo unspecified)
30: O=S(=O)(c1cc(C(F)(F)F)ccc1Cl)N1CCN(c2ccccn2)CC1
31: COc1ccc(S(=O)(=O)N2CCCCCC2)cc1C(=O)OCC(=O)NC(N)=O
32: CCNc1cc2oc(=O)c(CN3CCOCC3)c(C)c2cc1C
assay / entry,25,26,27,28,29,30,31,32
NR1D1 modulator,5,128*,-3,-6,-1,9,3,9
SIAE inh,5,1,4,6,4,-2,-2,2
TCR CD3 inh,-2,-3,7,6,-4,-3,3,-1
rCAG binder,11,1,5,6,1,0,-2,3
TDP2 absorb,2,5,-3,2,-4,7,7,3
mABHD4 FP,12,-4,3,-2,-1,-9,5,6
LEDGF integ inh,-1,3,1,2,-2,-1,-4,-1
PG9 binder,-2.2,61*,0.3,2.3,3.4,-0.8,-0.9,0.3
HTRA1 inhibitor,-1,-18,-3,3,6,-19,11,3
PRMT1 FP inh,0,2,3,-1,2,-5,1,8

33: Cc1ccc(N2C(=O)Nc3ccc(Br)cc3C2(O)C(=O)NCCN(C)C)cc1C (stereo unspecified)
34: CC(=O)c1ccc(N2CCN(C(=S)Nc3ccccc3)CC2)cc1
35: CC(=O)C1=C(O)C(=O)N(c2ccc(O)cc2)C1c1ccc(C)cc1 (stereo unspecified)
36: CCCCc1ccc(CC(=O)O)cc1
37: Cc1nc(C(C)NC(=O)CCc2nnc(Cc3c[nH]c4ccccc34)o2)cs1 (stereo unspecified)
38: COc1ccc(C(C(=O)OC(C)CN(C)C)c2ccccc2)cc1 (stereo unspecified)
39: CCN(CC)CCN1C(=O)C(=O)/C(=C(/O)c2ccccc2)C1c1ccccc1F (stereo unspecified)
40: Cc1cccn2c(=O)c3cc(C(=O)N(C)C)n(C)c3nc12
assay / entry,33,34,35,36,37,38,39,40
NR1D1 modulator,7,6,-3,1,-5,2,-1,3
SIAE inh,-3,2,1,4,-2,1,3,0
TCR CD3 inh,-1,-2,1,-4,12,-1,5,0
rCAG binder,-1,2,10,3,4,-9,2,0
TDP2 absorb,3,0,5,7,-7,3,6,2
mABHD4 FP,3,15,7,-8,2,6,12,1
LEDGF integ inh,1,-2,-8,2,5,2,2,-1
PG9 binder,0.8,-0.7,0.9,-0.1,-1.0,-0.4,0.1,1.2
HTRA1 inhibitor,2,2,2,3,5,0,1,1
PRMT1 FP inh,-5,5,1,9,2,-2,0,5

41: CCOC(=O)C1=CCN(S(=O)(=O)c2ccccc2Br)C1c1cccc(F)c1 (stereo unspecified)
42: CCc1c(C)nc2c(-c3ccccc3)c[nH]n2c1=O
43: COc1ccc(-n2nc3c(c2NC(=O)c2ccccc2)CS(=O)(=O)C3)cc1
44: Cn1ccnc1SCc1cn2ccccc2n1
45: CC(C)(C)C(=O)Cn1ncc(NC2CC2)c(Br)c1=O
46: CCOC(=O)N1CCC(NC(=O)CS(=O)Cc2nc(-c3ccccc3C)oc2C)CC1 (stereo unspecified)
47: COc1cc(C)c(C(=O)Oc2cc(C)c(C(=O)O)c(O)c2C)c(OC)c1C
assay / entry,41,42,43,44,45,46,47
NR1D1 modulator,-2,1,-7,-2,-4,-2,1
SIAE inh,-4,0,-1,4,0,0,-4
TCR CD3 inh,-1,-1,1,-3,-5,4,-1
rCAG binder,2,5,3,0,-5,-2,52*
TDP2 absorb,10,-6,-3,-5,5,-1,-10
mABHD4 FP,-3,-6,0,4,5,0,-17
LEDGF integ inh,-2,-2,2,-7,2,-2,1
PG9 binder,-3.5,0.4,0.1,-0.6,0.1,-0.6,-1.3
HTRA1 inhibitor,.,6,-1,-8,3,-1,-32
PRMT1 FP inh,-3,1,6,0,2,-1,-4

Eleven entries from above, with values under each structure.
Results follow in this order: NR1D1 modulator, SIAE inh, TCR CD3 inh, rCAG binder, TDP2 absorb, mABHD4 FP, LEDGF integ inh, PG9 binder, HTRA1 inhibitor, PRMT1 FP inh
12: COc1ccc(C(=O)Nc2nnc(-c3ccc(F)cc3)s2)c(OC)c1
→ 25*, -7, -4, 5, -7, 1, 3, -0.1, -1, -3
13: C/C=C/c1ccc(OCC(=O)Nc2cc(Cl)ccc2-n2cncn2)c(OC)c1
→ -3, 3, -4, -4, -6, 0, 0, -0.2, -23, 2
14: COc1cc(C2C(C(=O)Nc3ccc(F)cc3)=C(C)Nc3nc(CCCO)nn32)cc(OC)c1OC (stereo unspecified)
→ 0, -1, -11, 6, 6, 1, -4, 2.1, -1, 5
15: CCCNC(=S)N1CCC(C(=O)c2ccc(Cl)cc2)CC1
→ 1, -5, -3, -3, 7, -2, 0, -0.5, 1, 3
16: Cc1cccnc1NC(=O)c1cccc(S(=O)(=O)N2CCCc3ccccc32)c1
→ 2, -2, -3, 1, -22, 0, 2, -0.1, -14, -3
17: O=C(CN1CCN(Cc2ccccc2)CC1)Nc1cccc(S(=O)(=O)N2CCCCCC2)c1
→ 3, -5, -11, -6, -19, -4, -3, -3.8, -5, -2
18: CCOc1ccccc1-n1c(COc2ccc(C)cc2)nnc1SCC(N)=O
→ 6, -5, -2, -2, 7, 5, -1, 1.2, -5, 3
19: CCCCNC(=S)NNC(=O)CCn1cc(C)cn1
→ -3, 0, -8, 0, 3, -13, -3, -0.4, 3, -2
20: Cc1ccsc1C(=O)NNC(=S)NCC(C)C
→ -7, 2, -1, -3, -5, -5, 0, -0.7, 7, -1
21: COc1ccc(NC(=O)CN2c3cccc4cccc(c34)S2(=O)=O)c(OC)c1
→ -1, -1, -2, 8, -13, -2, 2, -1.9, -13, 0
22: CCCN(CCC)CCCNC(=O)c1cc2c(=O)[nH]c3ccccc3c2s1
→ -4, 3, 0, 13, 2, -8, 1, 0.9, -1, 4

Assay outcomes: PubChem, several laboratories
